# Screening data as filed in PubChem.
# PG9 binder: PG9 antibody binding by small molecule; AID 624416; TR-FRET gp120-PG9 antibody binding; inhibition, % at 6.7 µM; actives 0.43% (n = 360,000); in the data active = inhibition above about 8.5%
# NPR2 activator: GC-B (human) receptor activation | AID 1920062 | P20594 | HEK293-GC-B cells, CNP EC30, cGMP TR-FRET; 0% at EC30 CNP, 100% saturating CNP | activation, % at 10 µM | actives 0.11% (n = 370,000);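 active = activation at 10 µM reaching about 35% in either raw or pattern-adjusted values, limit read from the data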
# mABHD4 FP: inhibitors of mouse ABHD4; purified mABHD4, FP-Rh probe fluorescence polarization; actives 0.54% (n = 370,000); Q8VD66; inhibition, % at 8.92 µM;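 active = inhibition exceeding the mean over every tested compound plus 3 SD, cut at about 30% in these data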;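 also: 0% = plate median of compound wells and 100% = S159A mutant with DMSO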
#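 assay system = mABHD4 protein | compound dosing = single nominal dose of 8.92 µM, 0.89% DMSO final | read-out basis = percent inhibition of probe binding, normalized to plate controls | schedule = Enzyme–compound pre-incubation 45 min, then probe 60 min, both 25 °C | detection = fluorescence polarization, excitation 525 nm, emission 598 nm, BODIPY TMR filters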
# ARFGAP1 inh: inhibits rat ARF GTPase activating protein 1 | Q62848 | Arfgap1-stimulated ARF1 GTP hydrolysis, GDP FP detection | inhibition, % at 16.5 µM | actives 0.26% (n = 360,000) | AID 651572;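 active = inhibition above a per-plate limit, mean inhibition of low control wells plus 3 SD, cut at about 25% in these data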;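 also: 0% = DMSO wells with enzyme and 100% = wells lacking Arfgap1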
#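 System: truncated rat Arfgap1 GAP domain / Medium: HEPES-based buffer, pH 7.5 / Also added: N-terminally truncated human ARF1-GTP substrate / Incubation: enzyme reaction 120 min at 25 °C after 20 min preincubation / Measured by: FP of antibody-bound GDP Alexa 633 tracer, ex 620/em 688 nm / Replicates: singlicate, each compound tested once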
# GC-A act: GC-A (human) enzyme activation; AID 1671463; HEK293 GC-A cells, cGMP TR-FRET, EC30 ANP; 0% at EC30 ANP, 100% saturating ANP; activation, % at 10 µM; P16066; actives 0.14% (n = 370,000); in the data active = activation above about 40%
# Target sequence (P16066 whole entry, looked up): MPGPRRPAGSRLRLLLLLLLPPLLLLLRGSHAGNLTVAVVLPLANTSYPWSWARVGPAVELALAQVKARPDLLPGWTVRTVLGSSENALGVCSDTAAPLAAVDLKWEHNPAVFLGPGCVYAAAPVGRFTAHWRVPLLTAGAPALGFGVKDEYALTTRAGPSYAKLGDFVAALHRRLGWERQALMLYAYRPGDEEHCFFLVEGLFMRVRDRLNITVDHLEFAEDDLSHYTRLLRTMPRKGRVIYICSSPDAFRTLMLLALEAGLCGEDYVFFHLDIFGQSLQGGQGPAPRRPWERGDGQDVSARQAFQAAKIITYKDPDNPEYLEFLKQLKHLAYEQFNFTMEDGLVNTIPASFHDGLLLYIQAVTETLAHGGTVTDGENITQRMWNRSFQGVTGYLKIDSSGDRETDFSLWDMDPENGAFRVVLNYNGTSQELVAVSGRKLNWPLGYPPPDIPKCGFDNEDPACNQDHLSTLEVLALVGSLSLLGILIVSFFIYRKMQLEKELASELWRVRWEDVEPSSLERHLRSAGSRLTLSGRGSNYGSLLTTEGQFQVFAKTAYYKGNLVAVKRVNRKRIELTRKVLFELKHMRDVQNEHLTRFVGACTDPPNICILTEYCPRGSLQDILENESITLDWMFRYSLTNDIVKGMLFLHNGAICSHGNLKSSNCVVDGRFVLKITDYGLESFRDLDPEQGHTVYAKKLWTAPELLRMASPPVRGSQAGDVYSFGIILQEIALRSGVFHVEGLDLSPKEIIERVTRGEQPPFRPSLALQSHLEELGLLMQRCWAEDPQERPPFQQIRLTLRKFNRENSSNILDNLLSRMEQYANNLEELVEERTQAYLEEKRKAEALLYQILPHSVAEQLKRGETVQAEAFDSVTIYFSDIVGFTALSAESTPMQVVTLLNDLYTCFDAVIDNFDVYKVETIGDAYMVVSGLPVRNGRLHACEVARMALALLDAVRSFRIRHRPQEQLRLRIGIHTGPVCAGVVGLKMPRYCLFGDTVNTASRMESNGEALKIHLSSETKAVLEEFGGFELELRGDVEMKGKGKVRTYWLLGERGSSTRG
# rCAG binder: molecules binding r(CAG) RNA repeats; r(CAG) RNA repeat, TO-PRO-1 dye displacement fluorescence; inhibition, % at 3 µM; actives 1.3% (n = 370,000);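 active = inhibition above the plate cutoff, the mean of all test compounds on that plate plus 3 SD, cut at about 35% in these data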;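 also: 0% = DMSO alone and 100% = 100 µM mitoxantrone as full dye displacement; higher means more dye released from RNA so lower well fluorescence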
# NR1D1 modulator: modulates human Rev-erb alpha binding to DNA; P20393; Rev-erbα–FITC-DNA binding, fluorescence polarization, 90 min; activity, % at 10 µM; actives 0.79% (n = 370,000); AID 1259318;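 active = activity above about 14%, limit read from the data; passing the limit was not always enough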;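 also: 0% = DMSO wells with 35 nM protein and 100% = DMSO wells with 750 nM protein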
# ASAP1 GAP inh: blocks human ASAP1-stimulated Arf1 GTP hydrolysis; Q9ULH1; GDP FP detection; inhibition, % at 16.5 µM; actives 0.19% (n = 360,000); AID 624377; in the data active = inhibition above about 25%;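 also: 0% = vehicle with enzyme and substrate and 100% = no enzyme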
# SMARCA2 act: activators of SMARCA2 function; MG213 cells, MMTV-luciferase reporter, dexamethasone, overnight; activation, % at 9.1 µM; actives 1% (n = 370,000); in the data active = activation above about 7.8%;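 also: 0% = vehicle wells and 100% = reference activator wells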
# HTRA1 inhibitor: blocks human HTRA1 serine peptidase; Q92743; recombinant HTRA1, FP-rhodamine activity-based probe, fluorescence polarization; inhibition, % at 5.96 µM; actives 0.5% (n = 340,000); AID 504803; in the data active = inhibition above about 36%;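 also: 0% = enzyme with DMSO and 100% = wells lacking enzyme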
# * = called active by the depositor; . = not tested or not shown.
SMILES,PG9 binder,NPR2 activator,mABHD4 FP,ARFGAP1 inh,GC-A act,rCAG binder,NR1D1 modulator,ASAP1 GAP inh,SMARCA2 act,HTRA1 inhibitor
CCc1nnc(NS(=O)(=O)c2ccc(N/C=C\C(=O)c3cccc(OC)c3)cc2)s1,-4.1,0.5,-1.0,3.9,-1.6,49.1*,-3.0,7.6,7.9*,-23.9
O=C(CSc1nc2ccccc2c(=O)[nH]1)c1ccccc1,-2.4,0.4,5.4,11.8,-2.5,1.7,-2.0,-5.0,-3.2,-0.1
Cc1ccccc1-n1c(SCC(=O)c2cc(C)n(C)c2C)nnc1-c1ccncc1,1.3,-3.2,7.9,0.9,3.3,-0.7,-3.0,-3.4,-2.0,-0.6
COC(=O)C1=NNC2(c3ccc(Cl)cc3)C(=O)N(c3ccccc3)C(=O)C12 (stereo unspecified),-2.5,5.8,6.5,6.0,-0.1,2.1,1.7,7.8,5.5,0.1
Cc1ccc(S(=O)(=O)N2CC3(C)CN(S(=O)(=O)c4ccc(C)cc4)CC(C)(C2)C3O)cc1 (stereo unspecified),-0.4,4.8,-7.6,3.4,-1.3,0.8,-2.1,13.6,-3.4,0.4
O=S(=O)(Nc1ccccc1F)c1cccc(NC(=S)NCCN2CCOCC2)c1,1.2,-0.2,5.5,-0.2,5.7,7.8,-10.8,-6.8,-3.8,3.3
NC(=O)c1ccc(NC(=O)CCCNC(=O)c2ccc(Cl)cc2)cc1,-0.2,1.5,3.1,0.1,-0.5,-1.4,8.2,-4.8,-1.7,8.4
COc1ccc2cc(CN(C(=O)Nc3ccccc3OC)C3CCCC3)c(=O)[nH]c2c1,0.4,-3.4,-4.9,-4.6,-0.9,-2.4,3.2,-9.0,2.9,-17.4
COc1ccccc1C(=O)NC(=O)COC(=O)c1cccc(C)c1O,7.9,2.3,8.9,-1.3,2.2,1.4,13.9,6.4,-2.2,1.4
Cc1ccc(C(=O)C2CCN(CC(=O)N(C)C3CCCCC3)CC2)cc1,.,-1.0,5.8,.,0.8,-4.0,-5.5,.,-7.0,.
C[C@@H]1CCCCO[C@@H](CN(C)C(=O)Nc2ccc(C(F)(F)F)cc2)[C@@H](C)CN([C@H](C)CO)C(=O)c2cc(NS(=O)(=O)c3ccc(Cl)cc3)ccc2O1,-0.2,4.9,-28.1,5.7,-1.2,19.0,-0.2,5.2,1.5,.
O=C(O)C(c1ccccc1)N1C(=O)/C(=C\c2ccc(-c3cccc(Cl)c3)o2)SC1=S (stereo unspecified),-1.1,-4.4,6.6,-26.9,-20.9,33.1,-15.5,-6.7,1.9,25.6
c1ccc(CSc2nncn2-c2ccccn2)cc1,-0.5,1.9,-2.6,-9.1,-1.1,-1.8,0.2,-6.5,0.3,4.8
C[C@@H]1CN([C@H](C)CO)C(=O)CCCn2nncc2CO[C@H]1CN(C)S(=O)(=O)c1cccc(C#N)c1,-1.8,4.6,-2.8,-4.5,5.3,3.9,-2.7,3.1,-2.6,1.2
O=C(CSc1nc(C2CC2)nc2c1cnn2-c1ccccc1)Nc1c[nH]c(=O)[nH]c1=O,5.0,5.4,-7.0,-4.5,6.2,9.8,-5.1,-4.7,-1.8,.
Cc1ccnc(NC(=O)c2cc(-c3ccc(Cl)s3)nc3ccccc23)c1,-3.5,-4.8,-0.7,-3.6,-7.7,2.6,24.4*,-5.1,2.3,-3.6
O=C(c1ccc2ccccc2n1)N1CCN(S(=O)(=O)c2ccc(Cl)cc2)CC1,-1.5,-9.7,-4.5,-6.9,-4.7,5.1,3.6,-2.5,-1.1,-2.9
COc1ccc(NC(=O)Cc2csc(NC(=O)Nc3ccccc3OC)n2)cc1,-0.8,1.3,9.8,1.3,0.4,6.0,5.0,0.7,0.0,-14.3
Cc1cccc(-c2noc(CNC(=O)c3ccc4c(c3)OCO4)n2)c1,0.0,-8.8,-5.6,3.3,-0.4,4.6,-0.7,-2.5,1.5,-13.9
COc1ccc(-c2nc3c(-c4ccccc4)cnn3cc2C)cc1F,-0.5,0.3,-5.2,6.7,11.2,-5.2,9.4,6.7,-2.6,3.5
COc1ccc(NC(=O)C(NC(=O)c2ccc(=O)[nH]c2)c2ccc(C)cc2)cc1 (stereo unspecified),0.3,4.3,1.6,6.9,-1.7,4.6,-2.2,-0.1,-3.3,-0.8
CCNc1oc(COc2ccccc2F)nc1C#N,-0.3,-5.7,-4.3,18.4,4.3,-3.2,-3.4,9.2,-3.4,-0.3
CCc1nc2ccc(C(=O)NCC3CCCCC3)cn2c1N(C)Cc1nccs1,-3.9,10.0,-3.0,-1.0,3.2,-3.8,0.0,-9.2,-6.3,.
Cc1ccc(CNC(=O)c2ccc(C)c(S(=O)(=O)N3CCCCC3)c2)cc1,0.7,3.9,-2.8,5.7,-2.7,-1.5,4.7,13.5,4.1,-4.1
CCN(CC(=O)NC(C)(C)C)Cc1cc(=O)n2c(-c3ccccc3)csc2n1,0.7,-4.7,8.5,15.9,-3.1,9.2,-2.8,0.2,-3.3,4.7
O=c1[nH]c(C2CCCN(S(=O)(=O)c3ccccc3)C2)nc2c1nnn2Cc1ccccc1F (stereo unspecified),0.2,4.9,0.4,3.8,9.6,16.1,-8.3,4.5,0.0,-20.7
Cc1ccc(OCc2ccc(C(=O)Nc3ccc(C(N)=O)cc3)o2)c([N+](=O)[O-])c1,-14.1,-11.7,-20.0,85.7*,-1.6,3.0,-17.6,59.9*,-0.7,-13.5
CC1(C)C2CCC(C2)C1(C)N=C1OC(CCl)CS1 (stereo unspecified),0.2,3.0,-0.7,-7.3,4.7,-6.3,0.4,-4.3,-2.8,1.3
Cc1c(NC(=O)COc2c(F)c(F)c(F)c(F)c2F)c(=O)n(-c2ccccc2)n1C,-0.9,3.9,-5.6,26.5*,4.2,5.1,0.2,-7.1,-4.4,-3.1
COc1cc(OC)c(NC(=O)CCCNC(=O)Cn2cnc3sc(C)c(C)c3c2=O)cc1Cl,0.0,-2.6,-3.2,-6.6,0.0,3.0,-4.4,-8.5,-2.0,4.0
FC(F)Oc1ccc(NC(=S)NCc2ccco2)cc1Cl,-0.2,3.1,-10.2,-1.0,1.4,6.9,-3.6,-9.8,0.1,-17.1
Cc1cccc(N2C(=O)CC(N3CCN(c4ccccc4)CC3)C2=O)c1 (stereo unspecified),1.3,3.1,4.4,-4.0,3.2,-6.6,-5.8,-10.1,-1.6,6.1
Cc1ccc(C)c(-c2csc(NC(=O)c3c(C)noc3C)n2)c1,3.0,1.9,-3.3,6.6,4.4,2.2,9.6,-14.4,-3.5,-4.3
CC(C)(C)OC(=O)C(C)(C)O/N=C(\C(=O)O)c1csc(N)n1,-3.8,-2.6,-5.4,7.0,-2.4,0.4,-1.4,8.6,-3.8,2.9
CC(=O)Nc1ccc(S(=O)(=O)NCc2ccc(C(=O)NCCN3CCCCCC3)cc2)cc1,-1.5,-0.9,3.0,-10.1,-3.4,-0.8,-1.2,0.8,0.1,-9.1
c1ccc(CCCN2CCN(c3ccccn3)CC2)cc1,-2.5,1.4,3.9,5.0,-1.3,-6.2,-2.3,6.7,0.3,6.8
CCOC(=O)CCNC(=O)N1CCCC(C(=O)c2cccc(OC(C)C)c2)C1 (stereo unspecified),-0.4,-0.2,-13.8,-5.9,2.0,-5.8,1.6,-0.9,-1.7,4.2
COc1ccc2occ(C(C)=O)c2c1,-3.0,1.1,0.1,1.6,-0.2,0.4,-3.7,4.3,2.5,-5.6
CCOC(=O)N1CCN(C(=O)c2ccc3c(=O)n(CC4CCCO4)c(=S)[nH]c3c2)CC1 (stereo unspecified),0.4,-7.5,-1.3,11.4,0.1,1.4,-2.8,0.4,1.8,1.9
O=C1C2C3c4ccccc4C(c4ccccc43)C2C(=O)N1c1nc(-c2ccccc2)cs1 (stereo unspecified),3.2,4.2,-2.7,1.4,-2.5,-2.4,-0.6,-6.2,-5.6,1.3
CCc1ccccc1NC(=O)COc1ccc(C(=S)N2CCCC2)cc1,-0.4,3.1,-1.9,-4.4,6.0,-8.2,2.4,2.6,-0.4,8.9
O=C(C[n+]1ccc(C(=O)c2ccccc2)cc1)Nc1ccc(C(F)(F)F)cc1,0.6,0.4,-9.9,5.8,-1.5,17.6,-4.9,7.8,-0.2,-0.7
O=c1c(-c2ccc(Cl)cc2)coc2c(CN3CCOCC3)c(O)ccc12,0.0,3.9,4.7,-16.3,2.1,-1.9,-0.7,-0.8,1.3,1.3
Cc1cc2c(sc3ccccc32)c(C)n1,-1.9,-3.1,1.5,-2.3,0.4,3.2,-0.4,-7.5,-0.1,-3.2
COC(=O)c1cnn(-c2ccc(F)cc2F)c1/C=N/NC(=S)Nc1ccccc1,.,-5.4,-4.2,.,-11.2,.,-1.4,.,.,.
CC(C)CNC(=O)c1cccc(NC(=O)c2ccccc2-c2ccccc2C(=O)O)c1,-1.2,-2.8,0.0,-7.6,2.3,1.8,-1.1,-2.5,2.4,8.3
O=C(c1ccco1)N1CCN(S(=O)(=O)c2cccc3nsnc23)CC1,2.1,-1.3,-8.2,-0.1,-1.9,-1.3,-0.5,-3.3,-1.9,-1.0
CCOCCCn1c(SCC(=O)Nc2ccccc2)nc2ccccc2c1=O,-0.4,-4.5,-2.6,-13.4,-2.1,-3.1,0.5,3.5,5.1,-7.5
CN(C)C(=O)CCCCCCCCC(=O)N(C)C,-1.0,-5.0,-4.2,7.1,0.3,0.6,8.0,-1.3,-3.9,.
COc1cc(CC(NC(C)=O)C(=O)NC2CCN(c3nc(OC)nc(OC)n3)CC2)cc(OC)c1 (stereo unspecified),-0.8,-0.1,-5.2,-7.3,2.0,-6.3,-0.7,9.8,-3.2,-3.6
COC(=O)c1c(NC(=O)CSc2nnc(-c3ccco3)n2C)sc(C)c1C,-1.3,-13.9,-11.5,8.9,-12.9,-2.1,0.1,9.9,2.1,-0.6
CCCNC(=O)C1CCN(S(=O)(=O)c2cccs2)CC1,-0.2,-2.3,-2.9,11.4,-0.6,-1.3,3.0,7.5,6.2,4.4
C#Cc1ccc([C@H]2C=C(C(=O)N3CCOCC3)O[C@@H](OCc3ccc(CO)cc3)C2)cc1,0.5,-6.5,4.3,-1.1,-3.1,-1.9,-3.0,24.3,-0.4,-2.8
CCc1ccccc1NC(=O)CN(C)C(=O)Cn1cnc2ccc(Cl)cc2c1=O,1.1,8.7,1.1,6.3,-3.8,2.1,-9.5,9.6,-2.3,-4.3

# 4 of these compounds in another layout.
canonical_smiles | PG9 binder | NPR2 activator | mABHD4 FP | ARFGAP1 inh | GC-A act | rCAG binder | NR1D1 modulator | ASAP1 GAP inh | SMARCA2 act | HTRA1 inhibitor
COc1ccc(NC(=O)C(NC(=O)c2ccc(=O)[nH]c2)c2ccc(C)cc2)cc1 (stereo unspecified) | 0.3 | 4.3 | 1.6 | 6.9 | -1.7 | 4.6 | -2.2 | -0.1 | -3.3 | -0.8
COC(=O)c1cnn(-c2ccc(F)cc2F)c1/C=N/NC(=S)Nc1ccccc1 | . | -5.4 | -4.2 | . | -11.2 | . | -1.4 | . | . | .
Cc1cccc(-c2noc(CNC(=O)c3ccc4c(c3)OCO4)n2)c1 | 0.0 | -8.8 | -5.6 | 3.3 | -0.4 | 4.6 | -0.7 | -2.5 | 1.5 | -13.9
O=c1[nH]c(C2CCCN(S(=O)(=O)c3ccccc3)C2)nc2c1nnn2Cc1ccccc1F (stereo unspecified) | 0.2 | 4.9 | 0.4 | 3.8 | 9.6 | 16.1 | -8.3 | 4.5 | 0.0 | -20.7
